Source: PubChem BioAssay
PAFAH2 inh: PAFAH2 (human) inhibition. recombinant PAFAH2, FP-rhodamine activity probe, fluorescence polarization. inhibition, % at 3.39 µM. 0.99% of 340,000 active. AID 492956;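 active = inhibition above the mean over all tested compounds plus 3 SD, cut at about 30% in these data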;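 note: inhibitors block probe labeling of enzyme so polarization drops; 0% = enzyme with DMSO and 100% = wells lacking PAFAH2 protein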
PAFAH1B3 inh: blocks human PAF acetylhydrolase 1B catalytic subunit 3. inhibition, % at 3.39 µM. recombinant PAFAH1B3, FP-rhodamine probe, fluorescence polarization. 0.28% of 340,000 active. Q15102;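 active = inhibition above the screen-wide average of all tested compounds plus 3 SD, cut at about 25% in these data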;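 note: 0% = enzyme with DMSO only and 100% = wells lacking PAFAH1B3 protein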
LYPLA2 inh: blocks human lysophospholipase 2, a PME1 counter-screen. O95372. inhibition, % at 5.9 µM. recombinant LYPLA2, FP-Rh probe fluorescence polarization. 0.38% of 320,000 active;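 active = inhibition above the screen-wide mean plus 3 SD, limit set per campaign, cut at about 26% in these data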;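 note: 0% = LYPLA2 with DMSO and 100% = wells lacking LYPLA2 enzyme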
PREPL inh: inhibits the human prolyl oligopeptidase-like enzyme; Q4J6C6; recombinant PREPL, fluorescence polarization activity-based probe; inhibition, % at 5.96 µM; 0.68% of 320,000 active; AID 2751; in the data active = inhibition above about 43%;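 note: 0% = enzyme with DMSO and 100% = wells lacking enzyme; many of its hits are not listed in these tables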
PAFAH1B2 inh: blocks human PAF acetylhydrolase 1b catalytic subunit 2. 1.2% of 340,000 active. recombinant PAFAH1B2, FP-rhodamine activity probe, fluorescence polarization. P68402. inhibition, % at 3.39 µM;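 active = inhibition above the mean of all tested compounds plus 3 SD, cut at about 24% in these data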;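 note: 0% = enzyme with DMSO and 100% = wells lacking PAFAH1B2; many of its hits are not listed in these tables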
Target sequence (P68402 whole entry, looked up): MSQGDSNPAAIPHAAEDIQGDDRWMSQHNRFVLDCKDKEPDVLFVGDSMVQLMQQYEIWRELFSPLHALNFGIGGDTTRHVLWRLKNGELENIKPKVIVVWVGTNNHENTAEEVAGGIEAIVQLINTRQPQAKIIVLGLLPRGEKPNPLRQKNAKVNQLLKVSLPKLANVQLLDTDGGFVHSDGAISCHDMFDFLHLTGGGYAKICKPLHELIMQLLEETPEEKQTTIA
ZTA DNA inh: counter-screen for EBNA-1 inhibitors: inhibitors of Epstein-Barr virus ZTA. P03206. inhibition, % at 11 µM. ZTA-DNA binding, fluorescence polarization. 0.15% of 320,000 active. AID 2234; in the data active = inhibition above about 33%
EBNA-1 inh: blocks EBNA-1 binding to DNA | 0.34% of 300,000 active | inhibition, % at 14.8 µM | AID 1950 | EBNA-1 DNA binding, fluorescence polarization; in the data active = inhibition above about 28%
pPAFAH inh: inhibitors of human plasma PAF acetylhydrolase (pPAFAH); recombinant pPAFAH, FP-rhodamine probe fluorescence polarization; AID 463082; inhibition, % at 3.39 µM; 1.5% of 330,000 active;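 active = inhibition above the mean inhibition across the screen plus 3 SD, cut at about 25% in these data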;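 note: inhibitors block binding of the rhodamine activity-based probe so polarization drops; 0% = enzyme with DMSO and 100% = wells lacking pPAFAH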
Target sequence (Q13093 whole entry, looked up): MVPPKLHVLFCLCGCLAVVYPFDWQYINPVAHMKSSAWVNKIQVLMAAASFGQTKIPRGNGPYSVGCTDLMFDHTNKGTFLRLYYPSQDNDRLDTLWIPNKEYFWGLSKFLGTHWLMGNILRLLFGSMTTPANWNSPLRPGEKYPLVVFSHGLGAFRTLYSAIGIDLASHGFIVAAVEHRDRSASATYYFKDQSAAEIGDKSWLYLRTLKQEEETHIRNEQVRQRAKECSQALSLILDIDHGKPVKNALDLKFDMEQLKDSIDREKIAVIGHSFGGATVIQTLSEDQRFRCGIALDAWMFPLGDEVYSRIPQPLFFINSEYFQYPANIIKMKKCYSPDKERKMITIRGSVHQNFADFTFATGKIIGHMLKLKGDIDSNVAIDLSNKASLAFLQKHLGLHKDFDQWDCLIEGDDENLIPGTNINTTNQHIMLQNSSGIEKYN
LYPLA1 inh: counter-screen for PME1 inhibitors: inhibitors of human LYPLA1. recombinant LYPLA1, FP-Rh probe fluorescence polarization. 0.16% of 320,000 active. O75608. AID 2174. inhibition, % at 5.9 µM;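 active = inhibition above the mean of all tested compounds plus 3 SD, set per campaign, cut at about 14% in these data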;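 note: inhibitors block serine hydrolase probe labeling of LYPLA1 so polarization falls; 0% = enzyme with DMSO and 100% = wells lacking LYPLA1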
Target sequence (O75608 whole entry, looked up): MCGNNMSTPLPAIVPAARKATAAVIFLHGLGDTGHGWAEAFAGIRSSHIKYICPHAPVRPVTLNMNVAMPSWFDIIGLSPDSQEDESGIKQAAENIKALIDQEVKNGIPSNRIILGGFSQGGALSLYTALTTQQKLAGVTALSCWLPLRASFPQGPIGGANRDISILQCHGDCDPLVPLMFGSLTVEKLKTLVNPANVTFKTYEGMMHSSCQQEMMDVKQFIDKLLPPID
* = called active by the depositor; nt = not tested or not shown.

Order of values: PAFAH1B3 inh | PAFAH1B2 inh | LYPLA2 inh | EBNA-1 inh | LYPLA1 inh | pPAFAH inh | ZTA DNA inh | PAFAH2 inh | PREPL inh
> COCOc1ccc(-c2cc(=O)c3c(O)cc(OCOC)cc3o2)cc1
→ 5.5 | 9.1 | 2.4 | -5.3 | 0.9 | 2.0 | -1.5 | -56.9 | -3.1
> COc1ccc(N=C2C(=Nc3ccc(OC)cc3)N(c3ccc(OC)cc3)C(=S)N2C)cc1
→ 8.6 | 8.6 | 1.2 | 3.4 | -3.5 | 9.3 | -8.7 | 0.2 | 43.0
> CCO[C@@H]1c2c(ccc3ccc(=O)oc23)OC(C)(C)[C@@H]1O
→ 9.7 | 0.3 | 2.8 | nt | 2.6 | 3.6 | -2.2 | -2.3 | 0.5
> O=C(N/N=C/c1ccc(-c2ccccc2[N+](=O)[O-])o1)[C@H]1C[C@@H]1c1ccccc1
→ 3.4 | 3.0 | -9.3 | 0.2 | -13.5 | 3.0 | 7.1 | 4.9 | 8.0
> COc1ccccc1N(C(=O)CNC(=O)c1ccco1)C(C(=O)NC1CCCC1)c1ccncc1 (stereo not given)
→ -7.2 | 3.6 | 3.5 | -1.8 | 1.9 | 1.9 | -10.1 | -5.5 | 7.4
> Cc1ccc(OCCn2cc(/C=C(\C#N)C(=O)NCC3CCCO3)c3ccccc32)cc1C (stereo not given)
→ -8.8 | -4.8 | -5.2 | 7.1 | -7.5 | -3.5 | 14.6 | -9.8 | -2.6
> NC(=O)/C(=N\O)c1ccccc1
→ 3.3 | -2.2 | -3.1 | 4.8 | -0.9 | -1.0 | 15.4 | -3.3 | 1.3
> Nc1nnnn1CC(=O)N/N=C/c1ccccn1
→ nt | nt | 3.3 | -6.6 | -1.3 | 6.2 | 9.2 | nt | 11.2
> O=C1CN(C(=O)CSc2nc(-c3ccc(Cl)cc3)cs2)c2ccccc2N1
→ 3.4 | -2.8 | -3.0 | 0.2 | -6.5 | 3.3 | -2.4 | -2.9 | -92.7
> O=C(Nc1ccc(Oc2cccnc2)cc1)C1CCCCN1Cc1ccc(CO)o1 (stereo not given)
→ -5.0 | 2.1 | -1.0 | 8.7 | 1.1 | -6.1 | 11.2 | -3.5 | -0.9
> CCOC(=O)c1c(NC(=O)CN2CCCCC2)sc(CN(C)C)c1-c1ccccc1
→ 3.3 | 1.6 | -1.8 | 9.0 | 3.6 | 3.7 | 1.3 | 3.6 | -0.8
> CN1c2ccccc2N(C)C1(C)c1cccc2ccccc12
→ 13.4 | 0.5 | 5.2 | 17.1 | 4.8 | 8.4 | 3.8 | 4.6 | 24.6
> Cc1ccc(CN2CCN(c3ccccn3)CC2)s1
→ -1.3 | 0.7 | 1.3 | 18.3 | -0.1 | 3.3 | 6.6 | 3.4 | 5.0
> CC(C)C(c1nnnn1C1CCCC1)N(C)C1CCCCC1 (stereo not given)
→ -2.0 | 6.6 | 2.0 | 9.5 | -0.8 | 7.5 | 21.5 | 2.7 | 9.7
> CC(O)[C@H]1CNC(=O)C(=O)N1CCc1cccc(F)c1 (stereo not given in full)
→ 7.2 | -2.8 | -0.6 | -9.9 | 1.2 | 1.1 | -6.5 | 4.1 | 9.6
> O=C(CN1CCCC1)Nc1ccc(OCc2ccccc2)cc1
→ 6.7 | 3.7 | 1.3 | 6.4 | 0.5 | 1.2 | 0.9 | -7.8 | 16.8
> Cn1c(CNC(=O)CNC(=O)c2ccccc2F)cc(=O)n(C)c1=O
→ 7.8 | -1.1 | -0.9 | 0.1 | -0.4 | 0.7 | -0.5 | -4.8 | 1.4
> O=C(CCNS(=O)(=O)c1ccccc1Cl)OCc1nnc(-c2ccccc2Cl)o1
→ 3.9 | -0.4 | 6.1 | nt | 0.2 | 11.8 | 2.1 | 2.5 | -0.1
> Cc1cc(C)n2nc(SCC(=O)N(C)c3c(N)n(Cc4ccccc4)c(=O)[nH]c3=O)nc2n1
→ 9.2 | 1.4 | 5.1 | 2.0 | -3.6 | 7.5 | -4.2 | 2.4 | 9.9
> C=CCNc1sc(C(=O)C2CC2)c(N)c1C#N
→ 0.5 | 4.2 | -1.0 | 0.4 | -4.7 | 4.2 | 12.9 | 5.7 | 6.0
> Cc1cc(C)n(CCCNC(=O)c2ccc(S(=O)(=O)NCc3ccco3)cc2)n1
→ -1.8 | -1.0 | 1.3 | -0.4 | -5.7 | -3.0 | -2.1 | -3.1 | 8.4
> C/C(=N\NC(=O)c1c[nH]c2ccccc12)c1ccccn1
→ 14.9 | 5.1 | 3.8 | 3.2 | 5.9 | 3.7 | -12.2 | 11.2 | 9.5
> CNC(=O)COC(=O)c1cccnc1SC
→ 3.9 | -0.8 | 5.5 | 6.0 | 0.0 | 3.1 | -14.1 | -10.7 | -16.0
> O=C(/C=C/c1ccccc1F)c1cccc([N+](=O)[O-])c1
→ -2.0 | -2.5 | 3.1 | 11.0 | 1.7 | 1.8 | -34.9 | -8.9 | 2.6
> CC1(c2cccc(Br)c2)NC(=O)N(CC(=O)NC2CCCCC2)C1=O (stereo not given)
→ 11.6 | 1.7 | -5.2 | nt | 2.6 | -3.6 | -11.3 | 4.4 | 10.2
> CN(C)C(=O)c1cc(C(=O)Cc2ccccc2)c[nH]1
→ 1.7 | 8.2 | 1.1 | 0.4 | 2.6 | 2.2 | -23.0 | 1.9 | 7.4
> Nc1ccc(S(=O)(=O)Nc2nccc(/C=C/c3cccc(Br)c3)n2)cc1
→ 2.4 | 8.8 | 0.0 | 2.6 | -1.5 | 13.1 | 21.8 | 10.9 | 11.2
> O=S1(=O)N=CN(Cc2cccc(F)c2)c2ccccc21
→ 12.6 | -0.4 | -0.5 | 5.3 | 0.8 | -1.6 | 7.2 | 3.9 | -6.5
> Cc1ccc(Nc2ccc(N)cc2S(=O)(=O)O)cc1
→ 6.8 | 8.2 | 9.3 | 3.0 | -2.4 | 49.9* | -4.2 | 11.4 | 18.4
> O=C(O)/C=C/c1cn(-c2ccccc2)nc1-c1ccc2c(c1)OCCO2
→ 8.7 | 0.3 | -9.8 | -8.6 | -4.8 | -9.8 | -1.2 | 6.1 | 9.9
> O=C(COC(=O)Cn1cnc2ccccc21)Nc1cc(S(=O)(=O)N2CCOCC2)ccc1Cl
→ 0.6 | -0.8 | 3.8 | -7.8 | 5.4 | 3.8 | -21.0 | -4.3 | -12.9
> O=C(Nc1cccc([N+](=O)[O-])c1)C12CC3CC(C1)CC(n1cnc([N+](=O)[O-])n1)(C3)C2
→ 6.9 | -2.4 | -0.5 | -9.6 | 1.0 | 4.5 | -17.3 | -4.3 | 1.5
> COc1ccc(Cl)cc1NC(=O)COC(=O)Cc1cccs1
→ -0.8 | -0.1 | 3.1 | -2.2 | -2.0 | 17.2 | -8.9 | -0.2 | -1.6
> COC(=O)/C(C#N)=C1/C=Cc2ccccc2N1C
→ 8.8 | -7.4 | 2.3 | -0.8 | 0.9 | -0.8 | -14.1 | -1.2 | -5.3
> CCOc1ccccc1NC(=O)c1ccccc1NS(C)(=O)=O
→ 1.9 | 3.8 | 10.8 | -0.5 | 3.3 | -2.0 | -7.4 | 2.1 | 19.6
> CCCCN(C)C(=O)CC(NS(=O)(=O)c1ccc(NC(C)=O)cc1)C(C)C (stereo not given)
→ 0.5 | -0.8 | -1.7 | -6.2 | 0.3 | 2.4 | -14.1 | 7.1 | -10.7
> CC(=O)NC1C(Oc2ccccc2C)OC2COC(c3ccco3)OC2C1O (stereo not given)
→ -2.7 | -1.0 | 4.5 | -5.9 | -1.7 | 1.6 | 0.2 | 5.0 | -5.0
> CCOc1ccc(-c2nc(CSCC(=O)N3CCN(C(=O)c4ccco4)CC3)c(C)o2)cc1
→ 10.8 | 7.6 | -2.9 | 5.6 | 0.9 | 4.0 | 0.8 | -5.1 | 3.2
> Cc1ccc(C2CC(c3cccc(Cl)c3)n3nc(N)nc3N2)cc1 (stereo not given)
→ 12.4 | 11.7 | -8.9 | -3.7 | -1.6 | 5.9 | 10.8 | 2.4 | 51.0*
> O=C(CCC(=O)OCc1ccc(Br)cc1)Nc1ccccc1
→ 2.8 | 8.6 | -4.4 | -2.4 | 0.6 | 8.3 | 0.1 | 8.1 | 4.5
> COc1cccc(/C=N/NC(=O)Cn2ccnc2C)c1
→ 4.8 | 1.2 | 3.7 | 2.5 | -1.6 | 1.2 | 4.1 | -4.5 | 1.4
> CCn1c(SCC(=O)Nc2ccc3c(c2)c2ccccc2n3CC)nnc1-c1ccco1
→ 2.0 | 4.1 | -7.9 | 0.5 | -2.8 | 56.3* | -6.0 | 22.4 | 12.7
> Cc1cc(-c2nnc(CSc3nnc(NC(=O)c4ccc(C(C)(C)C)cc4)s3)o2)ccc1[N+](=O)[O-]
→ -2.6 | 7.8 | -0.5 | -6.0 | -0.2 | 2.8 | -9.8 | -0.1 | 1.7
> Cc1[nH]c(=S)[nH]c(=O)c1CCC1OCCO1
→ 4.0 | -1.2 | 4.6 | -0.3 | 3.1 | 4.8 | 12.3 | 10.7 | 8.5
> CN1C(=O)/C(=C/c2ccc(-c3ccccc3[N+](=O)[O-])o2)SC1=Nc1ccc(Cl)c(C(=O)O)c1
→ 23.2 | 16.2 | 2.9 | 6.7 | -0.3 | 29.4* | 28.0 | 31.2* | 16.4
> CCOC(=O)c1c(C)nc(C)c(C(=O)OCC)c1-c1ccc(OC)cc1
→ 9.4 | -2.6 | -0.8 | 5.2 | 0.1 | 7.4 | -10.4 | -0.9 | 0.6
> C#CC(C)(C)NC(=O)c1ccccc1OC
→ 6.5 | 0.8 | -1.9 | -0.1 | -3.1 | -4.3 | 10.7 | 1.3 | -8.1
> O=[N+]([O-])c1cc(/C=N/N2CCCCC2)ccc1Cl
→ 5.1 | -1.5 | -6.8 | -3.7 | -1.6 | 3.7 | 8.4 | 4.7 | 3.6
> N#Cc1cc([N+](=O)[O-])ccc1Oc1cccc(/C=N/NC(=O)c2ccc(Cl)cc2)c1
→ -8.5 | -1.4 | 36.9* | -8.7 | -10.4 | -4.2 | 11.1 | -28.2 | 1.1
> O=C(COc1ccccc1)N=C1SC2CS(=O)(=O)CC2N1c1ccccc1 (stereo not given)
→ 3.1 | 0.0 | 5.6 | -6.3 | 5.5 | 16.6 | 5.8 | 3.3 | 8.4
> Cc1cc(C(=O)Nn2c(C3CCCCC3)nc3ccccc3c2=O)ccc1[N+](=O)[O-]
→ 2.8 | 1.0 | 0.4 | -4.8 | -0.9 | 3.4 | -11.5 | 7.6 | 5.6
> CCc1ccc(-c2cc(C)no2)cc1S(=O)(=O)NCCc1ccccc1
→ 2.0 | 1.4 | 3.6 | -4.8 | -5.9 | 6.0 | 5.3 | 3.2 | -68.2
> CCc1nc2sc3c(c2c(=O)n1N)CC(C)(C)OC3
→ 12.9 | 3.3 | 0.1 | 0.7 | -0.8 | 1.9 | 12.1 | 10.7 | -4.1
> CC12CN(C(=O)c3ccccc3)C3(C#N)CC1CCC23C (stereo not given)
→ 8.1 | 9.9 | 3.9 | -10.3 | -0.6 | 6.0 | -0.1 | -1.6 | -11.7
> O=c1c2ccccc2ncn1-c1ccc(Cl)cc1[N+](=O)[O-]
→ 6.3 | 2.9 | 0.1 | -9.4 | -0.8 | -0.5 | 9.4 | 0.9 | 22.0
> Cc1ccc(CN2C(=O)C3CCCN3c3ccc(S(=O)(=O)N4CCOCC4)cc32)cc1 (stereo not given)
→ nt | nt | -25.6 | -4.0 | -13.7 | -4.6 | -7.1 | nt | -5.0

This is a subset; the hit share may differ from the screen's.
